Screens from PubChem.
HT1080 IDH1KD tx: kills HT-1080 cells with IDH1 knockdown. Potency, µM (series often up to 46.1 µM), for inactives: top-dose activity, negative = toxicity, hits mostly cytotoxic. HT-1080 IDH1 knockdown viability, ATP luminescence, 48 h. 2% of 360,000 active;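 further: potency means the concentration at half of the fitted maximal effect; 0% = DMSO wells and -100% = cell-free medium wells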
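Luminescent ATP read-out (CellTiter-Glo, 10 min at room temperature) after 48 h compound exposure at 37 °C gave viability of IDH1-knockdown HT-1080 cells. Activity was normalised to DMSO and cell-free wells, then fitted as concentration-response curves.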
KB-V1 MDR tox: kills drug-selected multidrug resistant KB-V1 cells | 3.4% of 400,000 active | KB-V1 MDR cells viability, CellTiter-Glo, 72 h | Potency, µM (series often up to 46.1 µM), without a hit: at the highest dose activity change, negative = cytotoxicity, usual class: cytotoxic; further: potency means the concentration at half of the fitted maximal effect; on the % scale 0 is the no-effect control and ±100 the full control effect; nearly all actives have a fitted effect of over 60% in size
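Potencies derive from concentration-effect curves fitted to normalized luminescence (CellTiter-Glo) of KB-V1 cells treated for 72 h at 37 degrees C in phenol-red-free DMEM containing 10% FBS.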
SW480 rerep: induces DNA re-replication in SW480 colon adenocarcinoma cells. Potency, µM (series often up to 46.1 µM), for inactives: at the highest dose re-replication activation, actives largely listed as activators. SW480 DNA re-replication, Hoechst DNA content imaging, 48 h. 1.8% of 340,000 active; further: potency means the concentration at half of the fitted maximal effect; % of control where 0% means no effect; nearly all actives have a fitted effect of over 55% in size
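Hoechst fluorescence of nuclei (405 nm excitation, 500-530 nm emission) measured by plate-scanning imager after 48 hr compound exposure at 37 C; re-replication scored as increased number of nuclei with elevated intensity.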
GLP1R cytotox: cytotoxic in the GLP-1 receptor inverse agonist counter-screen | Potency, µM (doses to about 38.3 µM), for the others: top-dose activity change, negative = inhibition, most hits filed as inhibitors | 0.13% of 410,000 active | HEK293 cAMP-luciferase reporter cells, luminescence, 24 h | AID 624418;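 further: loss of luciferase light is scored as toxicity; potency means the concentration at half of the fitted maximal effect; on the % scale 0 is the no-effect control and ±100 the full control effect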
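MLSMR compounds, 24 hr on cells at 37 deg C/5% CO2; luminescence after luciferase reagent (12 min RT). Inhibition counted as the undesired cytotoxic outcome.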
DRD3 agonist: agonists of human D3 dopamine receptor | P35462 | D3R DiscoveRx beta-arrestin cells, luminescence, 90 min | max activation, % | 0.58% of 410,000 active | AID 652048; in the data active means max activation above about 30%; further: 0% is about no effect; mostly tested at two doses, the higher about 12 µM
Target sequence (P35462 whole entry, looked up): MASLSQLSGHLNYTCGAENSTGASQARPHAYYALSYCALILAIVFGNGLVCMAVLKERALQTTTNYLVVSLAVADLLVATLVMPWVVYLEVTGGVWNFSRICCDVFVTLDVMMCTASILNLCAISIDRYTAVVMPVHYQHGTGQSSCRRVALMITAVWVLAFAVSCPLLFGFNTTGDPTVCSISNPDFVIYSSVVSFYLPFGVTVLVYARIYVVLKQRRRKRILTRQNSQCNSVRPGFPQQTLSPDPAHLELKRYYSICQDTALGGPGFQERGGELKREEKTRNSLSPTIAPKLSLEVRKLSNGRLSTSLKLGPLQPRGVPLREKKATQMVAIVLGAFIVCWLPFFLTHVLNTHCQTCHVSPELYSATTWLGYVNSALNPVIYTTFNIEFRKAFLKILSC
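Agonist-mode cell screen: cells plated at 1500/well and incubated overnight at 37 °C, then exposed to library compounds for 90 min at 37 °C. Detection reagent was added for 30–60 min at room temperature, and luminescence was read.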
KB-3-1 tox: KB-3-1 parental cell cytotoxicity. KB-3-1 viability, CellTiter-Glo ATP luminescence, 72 h. Potency, µM (titrated, usually from 46.1 µM), inactives show at the highest dose activity change, negative = cytotoxic, hits mostly cytotoxic. 1.4% of 400,000 active. AID 1347075; further: potency means the concentration at half of the fitted maximal effect; on the % scale 0 is the no-effect control and ±100 the full control effect; nearly all actives have a fitted effect of over 60% in size
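KB-3-1 cells, DMEM (no phenol red) + 10% FBS; compound by pin transfer, 72 h, 37 °C. Readout: CellTiter-Glo luminescence after 10 min. Data normalized, curve-fitted.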
MCF10A rereplic: inducers of DNA re-replication in MCF 10A breast cells. MCF 10A DNA re-replication, Hoechst nuclear intensity, 48 h. Potency, µM (series often up to 46.1 µM), inactives show top-dose activity, positive = re-replication, most hits filed as activators. 2.9% of 350,000 active. AID 624296; further: potency means the concentration at half of the fitted maximal effect; % of control where 0% means no effect; nearly all actives have a fitted effect of over 50% in size
HT1080-NT tox: kills 2HG-producing HT-1080-NT fibrosarcoma cells; Potency, µM (highest dose often 46.1 µM), inactives show at the highest dose activity, negative = less viability, most hits filed as cytotoxic; AID 686970; 1.6% of 360,000 active; HT-1080-NT fibrosarcoma viability, CellTiter-Glo ATP luminescence, 48 h;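 further: NT is the 2HG producing partner of a matched IDH1 knockdown line; potency means the concentration at half of the fitted maximal effect; 0% = DMSO-treated cells and -100% = media-only wells without cells; nearly all actives have a fitted effect of over 55% in size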
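HT-1080-NT fibrosarcoma cells (2HG-overproducing), 750 cells/well in RPMI with 5% FBS, dosed after 2 h and incubated 48 h at 37C. CellTiter-Glo luminescence normalized to DMSO and no-cell wells; concentration-response curves fitted and classed.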
IL1B secr inh: inflammasome signaling inhibition, IL-1 beta readout; AID 743279; THP-1 LPS/ATP IL-1B secretion, AlphaLISA, 16 h; active compounds read low; 4.7% of 360,000 active; activity change, % at 57.5 µM; in the data active means activity change below about -50%; inconclusive means mostly about -30% to -49%; further: on the % scale 0 is the no-effect control and ±100 the full control effect
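Secreted IL-1B measured by AlphaLISA bead assay after 16 h compound exposure of THP-1 cells; compounds (final up to 57.5 uM) added 1 h before LPS (250 ng/mL) and ATP (1.25 mM) stimulation; lower signal means less secretion.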
* hit, by the source's call; i = inactive; ? = inconclusive; · = no result given; & = joins results of further samples; [ ] = another dose, or the depositor's remark. Unless noted, the call rests on the fitted dose curve; in most records, active means well fitted curve in the direction sought with a large enough effect; inconclusive means small, poorly fitted or top-dose-only effect, or another doubt; inactive means no such curve, though single readings can be large; an effect the other way counts as inactive or inconclusive.

Compound,HT1080 IDH1KD tx,KB-V1 MDR tox,SW480 rerep,GLP1R cytotox,DRD3 agonist,KB-3-1 tox,MCF10A rereplic,HT1080-NT tox,IL1B secr inh
Cc1cc(-c2nnc(SCC(=O)Nc3cccc(Cl)c3)n2N)n[nH]1,-4%,-22%,0%,1%,-6,-2%,10%,-1%,39
N#CC1=C(N)N2C(=C(C#N)C13CCCCC3)SC1CCCCC12O (stereo not given),2%,-11%,12%,-26%,0,-14%,?,2%,11
COc1ccc(C)cc1NC(=O)CC(=O)Nc1ccc2nc3n(c(=O)c2c1)CCCCC3,·,?,·,-1%,0,?,·,·,·
Cc1ccc(Cl)cc1NC(=O)C1CCCN(S(=O)(=O)c2c(C)noc2/C=C/N(C)C)C1 (stereo not given),·,6%,·,2%,-2,1%,·,·,·
Cc1cc(C(=O)CSc2nnnn2C)c(C)n1CCc1ccc(F)cc1,?,13%,-7%,-26%,4,7%,2%,?,26
CSc1c2c(nc3ncnn13)CCC2,18%,12%,-3%,2%,1,4%,0%,8%,-10
Cc1c(Cl)cnc(NC(=O)COC(=O)CNC(=O)c2ccccc2)c1Cl,-2%,?,-4%,5%,-3,1%,6%,11%,12
CC/C(=N\NC(=S)Nc1cccc(C)c1)c1ccccc1,16%,-23%,?,?,-26,-5%,-10%,24%,-4
CCOc1cc(/C=N/NC(=O)c2cc(-c3cccc(OC)c3)nc3ccccc23)ccc1O,?,?,?,-6%,35*,?,9%,-24%,-9
COc1ccc(-c2csc(Nc3ccc(C)cn3)n2)cc1,?,?,2%,-7%,4,-5%,?,?,-67*
CCOC(=O)c1[nH]c2ccc(Cl)cc2c1NC(=O)c1nonc1C,0%,-4%,-4%,-11%,-2,1%,1%,-2%,35
CC(=O)NC(CC(=O)NCCOc1ccccc1F)c1ccccc1 (stereo not given),11%,?,2%,11%,-20,14%,-1%,16%,3
COc1ccc(N2CC(C(=O)Nc3c4c(nn3-c3ccccc3)CS(=O)(=O)C4)CC2=O)cc1 (stereo not given),3%,1%,?,-16%,-4,-1%,?,3%,i
COCCn1c(SCC(=O)N2CCCCCC2)nc2c([nH]c3ccccc32)c1=O,-2%,?,-1%,-22%,3,18%,11%,-2%,12
CCOC(=O)c1ccccc1NC(=O)COc1cc(=O)n(CC)c2ccccc12,6%,?,-3%,8%&-1%,-2&3,5%&0%,13%,21%,11
CC(=O)N1c2c(cc(Br)cc2S(=O)(=O)N2CCCCC2)CC1C (stereo not given),-8%,?,-2%,-1%,-6,9%,19%,4%,4
COc1ccc(C(=O)NCC(=O)OCC(=O)NCCC2=CCCCC2)cc1,-3%,-2%,-12%,-12%,-1,-3%,4%,-1%,15
O=C(CSc1nc(-c2ccccc2)ns1)N1CCOCC1,10%,0%,0%,-9%,2,-2%,0%,?,-12
Cc1onc(C(=O)NCc2ccccn2)c1[N+](=O)[O-],0%,-10%,-8%,15%,2,0%,0%,-3%,-3
CCCCn1c(C)nc2c(=O)n(C)c(=O)[nH]c21,-3%,-15%,-6%,-18%,26,1%,6%,16%,-7
O=C(c1ccccc1)N1CCN=C1SCc1ccc([N+](=O)[O-])cc1,-9%,?,-4%,8%,-3,?,10%,-2%,-8
COC(=O)c1cc(Cl)c(NC(=O)/C=C/c2ccc(OC)cc2)cc1OC,4%,17%,-6%,-18%,2,5%,?,14%,20
Cc1cc(C)c(S(=O)(=O)NCCc2sc(-c3cccnc3)nc2C)c(C)c1,·,?,·,8%,-10,-19%,·,·,·
COc1cc(OC)cc(C(=O)NCc2cccnc2)c1,0%,?,-5%,4%,-3,-4%,-3%,6%,0
CCCCNc1c(-c2cccc(-c3ccc(OC)cc3)c2)nc2cc(C)ccn12,?,?,?,2%,2,?,23µM*,?,-71*
COc1ccc(-c2ccc3nnc(SCC(=O)NCC4CCCO4)n3n2)cc1 (stereo not given),4%,-4%,-29%,-12%,5,1%,5%,5%,-4
C=CCN1C(=NC(=O)COc2ccc(Cl)cc2)SC2CS(=O)(=O)CC21 (stereo not given),-5%,?,0%,-17%,-5,?,1%,0%,9
CCNC(=O)N1CCNC(=O)C1CC(=O)Nc1ccc(C(=O)OCC)cc1 (stereo not given),9%,?,-9%,3%,-1,17%,0%,11%,27
CCN(CC)S(=O)(=O)c1cc(NC(=O)Cc2n[nH]c(=O)c3ccccc23)ccc1C,?,-21%,2%,3%,11,-10%,-5%,?,-10
CC1=C(C(=O)N(C(C)C)C(C)C)CC(CC(=O)NCc2ccco2)C(=O)N1Cc1ccc(F)cc1 (stereo not given),11%,7%,·,2%,4,0%,·,14%,-14
Cc1cccc(N2CCN(S(=O)(=O)c3cn(C)cn3)CC2)c1C,-3%,-10%,-2%,5%,0,-8%,2%,17%,18
C=CCN1C=C/C(=C\C=C(C#N)C#N)c2ccccc21,?,-4%,2%,?,-19,-29%,-15%,-26%,-5
O=C(Nc1oc2ccc(Cl)cc2c(=O)c1-c1ccc(F)cc1)c1ccco1,-4%,-10%,-2%,0%,15,-18%,5%,-8%,26
CCC(CO)NCc1sccc1C (stereo not given),11%,12%,-69%[inhibitor],4%,1,1%,-9%,12%,-2
Cc1cc[n+](Cc2ccccc2)c(N)c1,-1%,10%,-10%,-2%,6,14%,1%,4%,11
Cc1ccccc1C(=O)NC(CC(C)C)C(=O)Nc1ccc(S(N)(=O)=O)cc1 (stereo not given),3%,8%,-3%,12%,-15,10%,0%,-3%,15
NC(=O)Cn1nc([N+](=O)[O-])nc1Oc1ccccc1F,5%,8%,-8%,12%[7.66 µM],2,11%,-1%,20%,18
Cc1ccc(-c2c3c(=O)n(C)c(=O)n(C)c3c3c(-c4cccc(C)c4)nc4ccccc4n23)cc1,·,13%,·,-4%,-3,-9%,·,·,·
COc1cccc(C(=O)Nc2cccc(OCc3cc(=O)n4cc(C)ccc4n3)c2)c1,·,0%,·,1%,4,0%,·,·,·
Cc1cc(OCc2ccc(C(=O)Nc3ccc(C(=O)O)cc3)o2)ccc1Cl,23µM*,0%,-6%,-23%,-13,-5%,-10%,12µM*,-5
O=S(=O)(c1cccs1)N1CN(Cc2ccc(F)cc2)c2nc3ccccc3nc21,-6%,-24%,?,6%,-13,?,1%,-9%,?
COC(=O)c1ccc(CNC(=O)c2ccc(S(=O)(=O)N3CCCCCC3)cc2)cc1,-11%,-6%,-9%,-7%,1,19%,3%,3%,1
CC1(C)CC(NC(=O)C2CCN(S(=O)(=O)c3ccc(F)cc3)CC2)CC(C)(C)N1,5%,12%,-14%,2%,3,-8%,-1%,11%,-6
O=C(OCC(=O)N1CCN(C(=O)c2ccco2)CC1)c1cccc(S(=O)(=O)N2CCc3ccccc32)c1,-10%,-26%,-2%,16%,-1,1%,?,-9%,25
O=C(NCCCOC(=O)c1ccccc1)c1ccccc1,-10%,-9%,-4%,-11%,1,-3%,-3%,-7%,7
COc1ccc2[nH]cc(S(=O)(=O)c3ccc(C(C)C)cc3)c(=O)c2c1,0%,-2%,-14%,21%,1,-1%,-19%,-1%,2
O=C(CSc1nnc(-c2cnccn2)n1Cc1ccco1)c1ccc2ccccc2c1,-16%,?,-2%,3%,-12,-13%,?,3%,-1
CC1CCc2c(sc(Nc3nc4c(F)cccc4s3)c2C(N)=O)C1 (stereo not given),?,-9%,?,75%[activator],2,-11%,7.3µM*,?,-78*
COc1ccc(Cl)cc1NC(=O)CN(C)CC(=O)N1CC(=O)Nc2ccccc21,-11%,-17%,6%,-4%,-4,2%,?,-14%,19
CCN(CC)CCN(C)C(c1ccnc2ccccc12)c1nnnn1-c1ccc2c(c1)OCCO2 (stereo not given),-3%,-7%,·,2%,-16,7%,·,-13%,-4
CC1(Oc2ccccc2-c2ccn[nH]2)CCN(Cc2ccc(OC(F)(F)F)cc2)C1 (stereo not given),?,-17%,·,-6%,-10,0%,·,?,-6
COc1ccccc1N1CCN(S(=O)(=O)c2ccc(F)c(C(=O)Nc3ccc(Cl)cc3C(F)(F)F)c2)CC1,·,-28%,·,-3%,-7,-20%,·,·,·
O=C(Nc1nnc(C2CC2)s1)C1CCCO1 (stereo not given),3%,6%,-3%,-5%[0.307 µM],-5,2%,-3%,2%,11
CCOc1ccc2c(c1)nc(NCCCO)n2Cc1ccccc1,1%,-10%,-6%,-6%,-3,-17%,2%,-2%,-13
O=[N+]([O-])c1cc(C(F)(F)F)cc([N+](=O)[O-])c1NCCCNc1ccc([N+](=O)[O-])c2cccnc12,2%,10µM*,?,?,-13,0%,-3%,-10%,?
COc1cc(NC(=O)CCN2CCN(CCO)CC2)cc(OC)c1,-1%,21%&21%,-4%[9.22 µM],-9%&0%,-1&-16,-5%&-2%,1%,-14%,5
NS(=O)(=O)c1ccc(NC(=O)COC(=O)C2CC(=O)N(Cc3ccccc3)C2)cc1 (stereo not given),20%,?,-8%,3%,17,4%,2%,2%,12
CCc1ccc(NS(=O)(=O)c2cc3[nH]c(=O)c(=O)[nH]c3cc2C)cc1,0%,-18%,-3%,2%,1,1%,-4%,-6%,-17
O=C(Cn1c(=O)c2sccc2n(Cc2cccc([N+](=O)[O-])c2)c1=O)NCCc1ccccc1,?,8.2µM*,0%,-13%,-10,-1%,19%,-12%,-10
